# Compound activity as filed in PubChem.
# UTI89 phage lysis: protection from phage-mediated lysis, alamar blue read-out – E. coli UTI89, K1F phage, bacterial capsule biogenesis inhibitors (AID 488966) | inhibition, % at 100 µM; hits with a dose series show IC50 in µM | E. coli UTI89 K1F phage lysis, alamar blue, 2 h; higher % means a stronger effect | hit rate 0.02% among 340,000;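 active means phage lysis inhibition, versus mean bacterial control, above a set limit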;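 further: capsule biogenesis inhibitors block K1F phage lysis so surviving cells raise fluorescence; higher fluorescence means more inhibition of phage lysis; actives were called in the ten point dose series up to 300 µM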
# KOR beta-arrestin-1: KOR antagonists, beta-arrestin recruitment, cell-based, luminescence, uHTS (AID 1778); hit rate 0.091% among 290,000; inhibition, % at 10 µM; hits with a dose series show IC50 in µM; KOR beta-arrestin recruitment, luminescence, antagonist mode; higher % means a stronger effect; in the data active means inhibition above about 50%; further: strong numbers were not always called active
# NOD1 inhibition: NOD1 signaling inhibitors, primary screen, cell-based, luminescence, uHTS (AID 1578); NOD1-driven NF-kB luciferase reporter cells, luminescence; higher % means a stronger effect; hit rate 1% among 290,000; inhibition, % at 4 µM, or EC50 in µM where a hit was titrated; in the data active means inhibition mostly above about 36%, no sharp cut-off; inactive means mostly below about 34%;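 further: HEK-293T reporter cells stimulated with the NOD1 agonist gamma-tri-DAP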
# Rac1 GTP hydrolysis: MgcRacGAP GTPase-activating activity inhibitors, confirmation, biochemical, ADP Hunter fluorescence; MgcRacGAP-stimulated Rac1 GTP hydrolysis, ADP Hunter fluorescence; higher % means a stronger effect; GST-tagged Rac1 F28L mutant substrate; inhibition, % at 30 µM, or IC50 in µM where a hit was titrated; hit rate 0.6% among 340,000;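 active means first-screen hits whose inhibition reached a set limit at any dose in the follow-up dose series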;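 further: fluorescence reports GDP produced by GAP-driven GTP hydrolysis; strong numbers were not always called active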
# KOR beta-arrestin-2: KOR agonists, beta-arrestin recruitment, primary screen, cell-based, luminescence, uHTS (AID 1777); KOR beta-arrestin recruitment, luminescence; higher % means a stronger effect; one-dose activation, % at 10 µM; EC50 in µM for titrated hits; hit rate 0.02% among 280,000; in the data active means activation above about 50%, passing the limit was not always enough; further: a part of the inactive calls stands beside numbers as strong as those of hits
# GPR55 antagonists: GPR55 antagonists blocking LPI-driven arrestin recruitment, primary screen, imaging, U2OS, beta-arrestin-GFP, LPI agonist (AID 2013). U2OS GPR55 beta-arrestin-GFP translocation imaging, LPI antagonism; higher % means a stronger effect. inhibition, % at 10 µM, or IC50 in µM where a hit was titrated. hit rate 0.13% among 290,000;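 active means spots per cell inhibited over 60%, with over 100 cells counted and total cytoplasm intensity under 500,000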;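 further: U2OS cells stably carrying GPR55 and arrestin-GFP stimulated by 5 µM LPI near EC80; imaged beta-arrestin-GFP aggregate spots per cell after agonist stimulation; plate controls were LPI-stimulated DMSO wells for no effect and DMSO wells without LPI for full effect; some results filed as inactive read as strong as hits; confirmed hits need IC50 under 10 µM and bright autofluorescent wells are also inconclusive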
# GPR55 beta-arrestin: GPR55 agonists via beta-arrestin recruitment, primary screen, imaging, U2OS cells, beta-arrestin-GFP redistribution (AID 1961). activation, % at 10 µM; hits with a dose series show EC50 in µM. hit rate 0.048% among 290,000. U2OS GPR55 beta-arrestin-GFP redistribution imaging; higher % means a stronger effect;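 active means activation above 40% with more than 50 cells counted in the well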;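 further: U2OS osteosarcoma cells stably expressing GPR55 and beta-arrestin-GFP; plate controls were DMSO negative control for no effect and LPI positive control for full effect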
# NTR1 agonist: agonists of NTR1, primary screen, imaging, U2OS cells, beta-arrestin-GFP, high content (AID 493036). NTR1-U2OS beta-arrestin-GFP spot imaging, agonist mode. activation, % at 20 µM. hit rate 0.17% among 330,000;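 active means activation at or above 40% of the spot to cytoplasm intensity ratio, with at least 20 cells analyzed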;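 further: 0% = DMSO without peptide and 100% = 100 nM NTR1 peptide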
# Target sequence (P30989 whole entry, looked up): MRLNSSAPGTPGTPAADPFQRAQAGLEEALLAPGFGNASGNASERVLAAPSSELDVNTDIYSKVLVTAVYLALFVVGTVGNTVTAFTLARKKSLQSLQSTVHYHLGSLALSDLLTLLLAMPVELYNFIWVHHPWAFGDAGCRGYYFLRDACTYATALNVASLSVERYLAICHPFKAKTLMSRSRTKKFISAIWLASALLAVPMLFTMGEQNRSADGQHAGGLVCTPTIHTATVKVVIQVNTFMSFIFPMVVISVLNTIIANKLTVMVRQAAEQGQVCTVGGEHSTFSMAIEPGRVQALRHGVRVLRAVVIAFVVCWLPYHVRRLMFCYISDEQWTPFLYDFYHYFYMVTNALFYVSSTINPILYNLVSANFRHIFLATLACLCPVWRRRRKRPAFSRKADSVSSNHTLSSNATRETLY
# GPR35 antagonists: GPR35 antagonists blocking zaprinast-driven arrestin recruitment, primary screen, imaging, U2OS, beta-arrestin-GFP, zaprinast agonist (AID 2058) | U2OS GPR35 beta-arrestin-GFP translocation imaging, zaprinast antagonism; higher % means a stronger effect | hit rate 0.052% among 290,000 | inhibition, % at 10 µM, or IC50 in µM where a hit was titrated;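 active means inhibition of at least 50% with at least 30 cells and total cytoplasm GFP at most 10,000,000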
# NTR1 agonist cell count 20 µM: recorded beside NTR1 agonist, whose call it bears; cell count; measured here: cell count, cytotoxicity flag
# * = called active by the depositor; / = not tested or not shown; [ ] = another dose, or the depositor's remark.
SMILES,UTI89 phage lysis,KOR beta-arrestin-1,NOD1 inhibition,Rac1 GTP hydrolysis,KOR beta-arrestin-2,GPR55 antagonists,GPR55 beta-arrestin,NTR1 agonist,NTR1 agonist cell count 20 µM,GPR35 antagonists
O=C(NCCN1C(=O)C2C3C=CC(C3)C2C1=O)N1CCCCC1 (stereo not drawn),1.6%,17%,-19%,3%,-1.0%,11%,0.2%,-1.0,53,-17%
COc1ccc(OCC(=O)Nc2ccc3c(c2)nc(CCN2CCCCC2)n3C)cc1,0.1%,-2%,-22%,12%,-8.3%,11%,-0.1%,0.7,53,5%
Cc1ccc(OCc2ccoc2C(=O)O)cc1C,-0.4%,-2%,-26%,12%,2.4%,-6%,0.2%,1.9,51,6%
Cc1ccc(C)c(OCC(=O)NC(Cc2c[nH]c3ccccc23)C(=O)O)c1 (stereo not drawn),-3.2%,-55%[20 µM],-14%,6%,-2.3%,2%,0.1%,0.4,46,-12%
Cc1sc2ncnc(SCC(=O)c3ccc(Cl)s3)c2c1C,/,-52%,/,/,4.0%,-9%,-0.3%,-0.1,68,6%
O=C(O)/C=C/c1coc2ccccc2c1=O,0.3%,-25%,-16%,10%,2.1%,11%,0.2%,1.0,76,7%
Cc1ccc(C(C(=O)NCc2ccccc2)N(C(=O)c2csnn2)C2CC2)cc1 (stereo not drawn),0.0%,-41%,16%,5%,0.3%,-16%,-0.1%,-0.3,49,-2%
O=C(Cc1cccc2ccccc12)NC(NC(=S)Nc1ccccc1Cl)C(Cl)(Cl)Cl (stereo not drawn),-0.2%,43%,-63%,10%,-0.3%,6%,-0.2%,-2.5,49,9%
CCCCc1[nH]c(=O)c(C#N)c2c1CCCC2,-0.2%,-1%,11%,12%,-1.3%,-9%,0.0%,1.4,39,22%
CNC(=O)NC(=O)CN1C(=O)NC2(CCOc3ccccc32)C1=O (stereo not drawn),0.4%,-4%,-2%,2%,-0.8%,4%,-0.1%,-1.4,53,-3%
CC(C)=NOCC(=O)Nn1c(COc2c(C)cccc2C)nc2ccccc2c1=O,-0.1%,-33%,-5%,4%,4.5%,-6%,-0.1%,-1.0,40,-4%
O=C(NC(=S)Nc1ccc2[nH]c(=O)[nH]c2c1)c1ccccc1Cl,-0.4%[50 µM],-14%,-31%,6%,4.9%,15%,-0.2%,-0.9,37,-5%
COc1ccc(/C=C(/NC(=O)c2ccccc2)C(=O)NC2CCS(=O)(=O)C2)cc1 (stereo not drawn),0.1%,2%,4%,9%,3.5%,2%,0.7%,0.5,88,13%
COCCN(CCOC)C(=O)N1CCOCC1,0.6%,4%,-5%,6%,1.7%,-2%,-0.1%,-1.0,41,8%
CCOc1ccc(CN(C)C(=O)c2cccnc2SC)cc1OC,0.1%,-11%,-30%,11%,-6.1%,1%,0.1%,-1.0,60,6%
COc1ccc(CNCc2cccn2C)cc1,0.0%,-31%[20 µM],-19%,10%,-2.7%,12%,-0.1%,-0.1,61,-12%
O/C(=C\c1ccc2ccccc2n1)c1ccc(O)cc1O,-0.5%,7%,-34%,-8%,-8.1%,13%,0.0%,-1.4,64,6%
Cc1ccc(S(=O)(=O)Nc2ccc3c(c2)c2c(n3S(=O)(=O)c3ccc(C)cc3)CCCC2=O)cc1,0.3%,30%,-1%,10%,1.9%,-3%,0.1%,0.7,55,-2%
CC(C)OCCCNC(=O)C(NC(=O)c1ccc(Cl)cc1)C(C)C (stereo not drawn),-1.9%,4%,-9%,3%,-4.8%,80%,-0.4%,-1.7,97,11%
CCc1c(C(=O)N2CCCN(C)CC2)csc1C,1.3%[50 µM],-15%,-46%,1%,1.1%,2%,0.2%,0.7,65,-5%
COc1ccc(CNc2nc3nc4c(c(=O)n3[nH]2)CCC4)cc1,0.4%,22%,-28%,10%,-1.6%,26%,0.0%,-0.3,55,-12%
CCOC(=O)c1c(C)[nH]c(C(=O)OCc2ccc(C)cc2)c1C,-0.2%,-23%,-41%,9%,2.2%,5%,-0.1%,1.7,85,-2%
Cc1ccc(C(=O)N2C3C=CC(C3)C2(C(F)(F)F)C(F)(F)F)cc1 (stereo not drawn),0.6%,-18%,-4%,4%,1.9%,-2%,-0.1%,-0.1,37,4%
O=C(Nc1cccnc1)OC1CCCC1,0.3%,-5%,-40%,6%,-2.5%,-4%,0.5%,-0.5,58,-1%
CC(C)NC(=O)COC(=O)c1ccc(NS(=O)(=O)c2ccc3c(c2)OCCO3)cc1,0.8%,6%,5%,6%,-3.0%,-9%,-0.2%,-0.1,84,-2%

# Given with two lines to a compound: six of the compounds above.
# Results follow in this order: UTI89 phage lysis	KOR beta-arrestin-1	NOD1 inhibition	Rac1 GTP hydrolysis	KOR beta-arrestin-2	GPR55 antagonists	GPR55 beta-arrestin	NTR1 agonist	NTR1 agonist cell count 20 µM	GPR35 antagonists
Cc1ccc(C(=O)N2C3C=CC(C3)C2(C(F)(F)F)C(F)(F)F)cc1 (stereo not drawn)
    0.6%	-18%	-4%	4%	1.9%	-2%	-0.1%	-0.1	37	4%
COCCN(CCOC)C(=O)N1CCOCC1
    0.6%	4%	-5%	6%	1.7%	-2%	-0.1%	-1.0	41	8%
O=C(Nc1cccnc1)OC1CCCC1
    0.3%	-5%	-40%	6%	-2.5%	-4%	0.5%	-0.5	58	-1%
COc1ccc(CNCc2cccn2C)cc1
    0.0%	-31%[20 µM]	-19%	10%	-2.7%	12%	-0.1%	-0.1	61	-12%
CCc1c(C(=O)N2CCCN(C)CC2)csc1C
    1.3%[50 µM]	-15%	-46%	1%	1.1%	2%	0.2%	0.7	65	-5%
CC(C)OCCCNC(=O)C(NC(=O)c1ccc(Cl)cc1)C(C)C (stereo not drawn)
    -1.9%	4%	-9%	3%	-4.8%	80%	-0.4%	-1.7	97	11%

# (continued)
SMILES,UTI89 phage lysis,KOR beta-arrestin-1,NOD1 inhibition,Rac1 GTP hydrolysis,KOR beta-arrestin-2,GPR55 antagonists,GPR55 beta-arrestin,NTR1 agonist,NTR1 agonist cell count 20 µM,GPR35 antagonists
O=C1[C@H]2[C@@H](/C=C/c3ccccc3)N3C(=O)CN(CCO)C(=O)[C@@]3(Cc3ccccc3)[C@H]2C(=O)N1c1ccccc1,2.0%,-43%[20 µM],-39%,2%,-1.8%,8%,0.0%,0.1,52,14%
O=C(Cn1c(-c2cscn2)nc2ccccc21)Nc1ccc2ccccc2c1,-1.2%,/,6%,3%,/,2%,-0.1%,2.1,58,14%
O=C(NCCc1ccccc1)C1CCN(c2ncccn2)CC1,-0.3%,13%,-30%,-8%,3.9%,7%,-0.1%,0.0,37,-9%
COC(=O)c1ccccc1NC(=O)CSc1nnc(COc2cccc(OC)c2)n1C,-0.1%,28%,-18%,10%,-8.0%,-2%,-0.3%,0.8,74,-2%
CCONc1ncnc2nonc12,0.1%,-22%,-36%,-2%,5.0%,-13%,0.2%,-0.1,72,6%
CC(=O)N1CCC(N(CCN2CCOCC2)C(=S)Nc2cc(C)ccc2C)CC1,5.2%,16%,2%,6%,16%,-1%,0.2%,2.1,57,-2%
COc1ccc(CC2(CO)CCN(Cc3cnn(-c4ccc(F)cc4)c3)CC2)cc1,0.2%,-41%,-14%,11%,3.1%,10%,0.3%,-0.2,53,-5%
CN(c1cccc(NS(=O)(=O)c2ccccc2)c1)S(C)(=O)=O,-0.4%,-1%,-1%,-4%,3.3%,2%,0.1%,-0.6,45,13%
O=C(NNc1nc2c(F)cccc2s1)C1COc2ccccc2O1 (stereo not drawn),0.1%,-22%,-11%,11%,-1.0%,-17%,0.0%,3.2,40,0%
CC(C)OC(=O)/C(=C/c1cccnc1)NC(=O)c1ccccc1,-0.2%[50 µM],5%,2%,-3%,-4.0%,6%,-0.1%,0.0,55,6%
COC(=O)c1ccccc1-n1c(C)nc(=O)c(-c2ccccc2)c1C,1.2%[50 µM],22%,-2%,8%,-1.2%,7%,0.5%,1.7,87,-15%
Cc1ccc(C(=O)N(CCN2CCCCC2)CC2CCCN(C3CCCC3)C2)s1 (stereo not drawn),-0.1%,-5%,-34%,5%,1.9%,13%,0.0%,-0.8,53,10%
NC(=O)C1CCCN(C(=O)NC2CCCCC2)C1 (stereo not drawn),0.5%[50 µM],23%,-20%,3%,-1.9%,7%,0.3%,-0.1,69,-6%
O=C1C(=O)c2ccccc2C(O)=C1CCCCl,13%,-17%,-9%,11%,2.2%,2%,0.5%,-1.8,46,-2%
O=C(NC12CC3CC(CC(C3)C1)C2)N1CCN(C(=O)c2ccco2)CC1,-0.1%,-2%,-29%,-7%,-4.9%,-10%,-0.1%,-0.6,85,4%
CCc1ccc(N=c2c([N+](=O)[O-])nn(-c3ccccc3)n2O)cc1,0.9%,4%,-20%,11%,0.9%,7%,0.3%,3.5,69,-14%
CC1(C)Cc2c(sc3ncn(N)c(=N)c23)CO1,-0.1%,10%,-7%,10%,1.6%,27%,0.4%,1.8,45,-2%
O=C(OCC(=O)N1CCN(c2ccccc2)CC1)c1ccc(O)cc1O,1.4%[50 µM],-14%,-4%,3%,-0.7%,18%,-0.1%,0.3,63,-4%
O=C(CCNS(=O)(=O)c1ccc(Br)cc1)NCc1ccc(F)cc1,0.1%,-38%,47%,10%,-0.4%,-10%,-0.2%,-0.6,68,5%
Cn1c(=O)n(C)c2cc(NC(=O)c3ccc(F)cc3)ccc21,-1.8%,-18%,-32%,-3%,-3.3%,3%,-0.2%,0.5,56,6%
O=C(CCS(=O)(=O)c1cccs1)Nc1ccc(C(=O)NC2CCN(Cc3ccccc3)CC2)cc1,0.2%,-12%,-17%,12%,-3.6%,-2%,-0.3%,1.1,52,0%
CCN(CC)S(=O)(=O)c1cccc(C(=O)NCC2CCCCC2)c1,0.7%,42%,3%,3%,-3.5%,-8%,-0.1%,-1.3,52,-13%
Cc1cc(OCC(=O)N2CCOCC2)c(C(C)C)cc1Cl,0.2%,29%,/,6%,0.8%,14%,-0.1%,0.5,57,-13%
O=C(O)CCc1ccc(-c2ccc(F)cc2)n1CC(=O)O,1.3%,28%,-23%,16%,-4.2%,12%,0.2%,-0.1,33,2%
CC(C)NC(=O)c1cccc2c1-c1ccccc1C2=O,0.0%,20%,-7%,4%,-1.1%,9%,-0.1%,0.3,89,4%
COc1cccc(-c2ccc(NC(=O)C3CCCN(Cc4cnn(C(C)C)c4)C3)cc2)c1 (stereo not drawn),-0.3%[50 µM],-8%,-16%,3%,2.5%,3%,-0.1%,6.4,69,-9%
CNC(C)C#Cc1ccc2oc3cccc(OC)c3c(=O)c2c1 (stereo not drawn),-0.2%,-3%[20 µM],-5%,8%,1.6%,-2%,0.6%,0.4,98,12%

# Only part of the results is shown; the hit share may differ from the screen's.
